PAX8 reporter = lowers PAX8-driven luciferase in RMG-I cells; hit rate 1.2% among 360,000; AID 652154; RMG-I TPO-luciferase reporter, SteadyGlo, 24 h; inhibition, % at 12.6 µM;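 active means mean replicate inhibition at least 60% with every replicate also reaching 60%; inconclusive means only one of the two criteria is met; inactive means mean below 60% and not all replicates reaching 60%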;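 further: luciferase light reporting Pax8 driven TPO promoter activity; plate controls were median of neutral control wells for no effect and mitoxantrone controls for full effect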
EWS-Fli inh = inhibitors of EWS/Fli oncoprotein transcriptional activity; AID 651661; inhibition, % at 12.6 µM; A673 NR0B1-luciferase reporter, viability-normalised; hit rate 0.67% among 350,000;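 active means mean inhibition of at least 50% after viability correction, with every replicate also passing that limit; inconclusive means mean reaches 50% but only one of two replicates passes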;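 further: firefly luciferase signal divided by Alamar Blue viability fluorescence both relative to DMSO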
SIRT5 block = inhibitors of human sirtuin-5 desuccinylase | inhibition, % at 15 µM | AID 652115 | hit rate 1.1% among 330,000 | Purified SirT5, succinyl-peptide AMC, trypsin-coupled fluorescence; in the data active means inhibition above about 15%; inconclusive means no clear call, values can overlap the other calls
Target sequence (Q9NXA8 whole entry, looked up): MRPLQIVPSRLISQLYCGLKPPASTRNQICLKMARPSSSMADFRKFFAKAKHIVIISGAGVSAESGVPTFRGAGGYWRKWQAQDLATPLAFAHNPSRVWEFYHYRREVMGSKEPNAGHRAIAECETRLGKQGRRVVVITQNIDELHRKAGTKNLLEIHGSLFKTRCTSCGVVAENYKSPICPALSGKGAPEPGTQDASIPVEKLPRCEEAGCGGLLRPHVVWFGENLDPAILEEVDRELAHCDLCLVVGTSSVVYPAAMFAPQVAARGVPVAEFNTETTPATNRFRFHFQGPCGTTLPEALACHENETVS
ARNT TACC3 PPI = ARNT/TACC3 interaction disruption. Q9Y6A5. AlphaScreen His-ARNT PAS-B/GST-TACC3 binding, luminescence; TACC3 fragment carries E629A point mutation. inhibition, % at 9.99 µM. hit rate 0.66% among 390,000. AID 623870;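 active means mean inhibition of replicates at least 50% and at least half of replicates each reaching 50%; inconclusive means half or more replicates reach 50% but mean below 50%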;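 further: 0% = complete ARNT plus TACC3 wells and 100% = ARNT alone without TACC3; many hits fall short of the cut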
LGR2 inh = blocks bursicon-induced cAMP signaling via Drosophila LGR2. HEK293 LGR2, CRE-luciferase, bursicon-stimulated, 4 h. inhibition, % at 9.99 µM. hit rate 0.35% among 380,000. AID 720647;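 active means drop in luminescence signal, shown as inhibition above about 50% in the replicate tests, limit read from the data, passing the limit was not always enough; inconclusive means probably only some replicates passing the limit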;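 further: agonist challenge used bursicon conditioned medium at about half maximal strength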
CASP6 VEID inh = inhibitors of human caspase-6; AID 686996; inhibition, % at 12.5 µM; purified caspase-6, Z-VEID-R110 cleavage fluorescence; hit rate 0.53% among 350,000; P55212;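 active means mean inhibition across replicates at least about 35%, with every replicate also reaching that limit, limit read from the data; inconclusive means only one of the two criteria met; inactive means neither criterion met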;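 further: 0% = median of neutral control wells and 100% = no fluorescence left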
Target sequence (P55212 24-179 limits assumed): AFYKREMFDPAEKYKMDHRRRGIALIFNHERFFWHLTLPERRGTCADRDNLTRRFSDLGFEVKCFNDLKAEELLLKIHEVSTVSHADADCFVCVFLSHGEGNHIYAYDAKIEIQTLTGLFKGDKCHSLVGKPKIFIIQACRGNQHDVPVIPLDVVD
Target sequence (P55212 194-293 limits assumed): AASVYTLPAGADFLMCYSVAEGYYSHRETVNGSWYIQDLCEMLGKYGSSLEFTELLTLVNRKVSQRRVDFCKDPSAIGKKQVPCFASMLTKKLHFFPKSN
DENV2 CPE = DENV2-induced cell death inhibition; AID 651640; hit rate 1.7% among 350,000; CPE inhibition, % at 9.99 µM; DENV2-infected cells, cytopathic effect rescue, plate reader; in the data active means CPE inhibition above about 20%, passing the limit was not always enough; inconclusive means no clear call, values can overlap the other calls; tested in BHK-21 cells;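 further: 0% = median of neutral control wells and 100% = median of positive control wells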
Numbers without * were called inactive; ? = inconclusive; . = no result given; & = joins results of further samples.

Order of values – CASP6 VEID inh | EWS-Fli inh | SIRT5 block | LGR2 inh | DENV2 CPE | ARNT TACC3 PPI | PAX8 reporter
1	Cc1ccc(/C=C2\SC(=S)N(CCC(=O)NNC(=O)c3cccnc3)C2=O)cc1
    . | . | . | -14 | . | -6 | 12
2	CC(C)c1ccc(-n2nc3ccc(N)cc3n2)cc1
    3 | 5 | 0 | . | -1 | -6 | 0
3	CCC(=O)N[C@H]1CC[C@@H](CC(=O)OC)O[C@H]1CO
    4 | -84 | 1 | -4 | -1 | -1 | 2
4	O=C(N/N=C/c1ccco1)c1cc(C2CC2)[nH]n1
    -1 | -64 | -1 | -8 | 5 | 4 | -95
5	Cc1ccc(S(=O)(=O)Nc2ccc3c(c2)C(=O)N([C@H](C)CO)C[C@@H](C)[C@@H](CN(C)S(=O)(=O)c2c(C)noc2C)OCCCC[C@H](C)O3)cc1
    2 | 0 | 11 | -8 | 0 | -5 | 6
6	COc1ccc(C2=NOC(Cn3nc(C(=O)NCc4ccccc4OC)cc3-c3ccccc3)C2)cc1 (configuration not stated)
    -2 | 25 | . | . | 15 | 1 | 10
7	O=C(CSc1nc2ccccc2c(=O)n1-c1ccc(F)cc1)NC1CC1
    4 | -3 | -3 | -9 | -10 | . | -1
8	COc1cc2c(cc1OC)C(c1ccc(-c3ccccc3Cl)o1)=NCC2
    -1 | 36 | 3 | ? | -1 | 19 | .
9	CC(=O)CSc1nnc2c3ccccc3nc(C(C)(C)C)n12
    0 | 4 | . | 1 | . | -6 | 2
10	CC(=O)NC1(C(F)(F)F)N=C(c2ccccc2)NC1=O (configuration not stated)
    . | . | . | 12 | . | 3 | 1
11	CS(=O)(=O)c1sc(C#N)c2c1C(=O)CC(c1ccccc1)C2 (configuration not stated)
    5 | 42 | 2 | 58* | -17 | 26 | 131*
12	C[C@@H](O)[C@@H]1NC(=O)c2cc([N+](=O)[O-])cc(I)c2NCC[C@@H](C(N)=O)NC(=O)CNC1=O
    3 | 4 | . | 0 | -10 | . | 5
13	CCCCN(C(=O)c1ccc(S(=O)(=O)N2CCOCC2)cc1)C1CCS(=O)(=O)C1 (configuration not stated)
    4 | 12 | 2 | 5 | -3 | -2 | 7
14	O=C(Nc1cccc(F)c1)C1CCCN(S(=O)(=O)c2cnc[nH]2)C1 (configuration not stated)
    2 | . | -2 | 0 | -1 | -4 | 8
15	C[C@@H]1CCCCO[C@H](CN(C)Cc2ccc(C(=O)O)cc2)[C@H](C)CN([C@H](C)CO)C(=O)c2cc(NC(=O)Cc3ccccc3)ccc2O1
    2 | -1 | -1 | 5 | -4 | 3 | 5
16	O=C(Nc1ccc(NC(=O)C2CC2)cc1)c1ccco1
    0 | -87 | -3 | -8 | -4 | -24 | -66
17	Cc1cccc(NS(=O)(=O)c2cccs2)n1
    1 | -4 | -1 | 11 | -1 | -1 | .
18	O=C(COc1ccccc1-c1ccccc1)NN=C1CCCC1
    0 | 9 | 4 | 2 | 1 | -2 | 2
19	O=C(CCS(=O)(=O)c1ccccc1)Nc1nc2cc3c(cc2s1)OCO3
    2 | -15 | -9 | -14 | 0 | -7 | -18
20	C[C@H](CO)N1C[C@H](C)[C@H](CN(C)C)Oc2ncc(C#CC3CC3)cc2C1=O
    -8 | -7 | 0 | -1 | 102* | -2 | .
21	O=C(CC1NCCNC1=O)Nc1ccc(Cl)c(Cl)c1 (configuration not stated)
    . | . | . | -2 | . | -1 | -12
22	COc1ccc(-c2csc3nc(-c4ccccc4F)oc(=O)c23)cc1
    -1 | -16 | 0 | -17 | 2 | -7 | -5
23	C[C@H]1CN([C@@H](C)CO)C(=O)Cc2cc(NC(=O)Cc3ccccc3)ccc2O[C@H]1CN(C)S(=O)(=O)c1ccccc1
    2 | 1 | 2 | -2 | -9 | -1 | -1
24	COc1ccc(C(c2oc(CO)cc(=O)c2O)c2oc(CO)cc(=O)c2O)cc1
    4 | 5 | -1 | 14 | 8 | 16 | 23
25	Cc1cc(C(=O)N2CCCC(CNS(=O)(=O)c3cccs3)C2)nn1C (configuration not stated)
    -1 | -2 | 3 | -20 | -3 | -2 | -5
26	CCCOc1ccc(F)cc1-c1cc(C(=O)Nc2ccc(OC)cc2OC)[nH]n1
    -4 | -53 | . | 32 | -16 | . | -3
27	COC(=O)/C=C1\NCCNC1=O
    -5 | -2 | -2 | . | -1 | 5 | 15
28	N#CCCN(C(=O)COC(=O)CCc1nc2ccccc2c(=O)[nH]1)c1ccccc1F
    0 | 2 | 2 | 1 | 7 | -5 | -4
29	CCOC(=O)c1cc(C)sc1NC(=O)CSc1nnnn1C
    3 | 2 | 0 | 28 | -2 | 4 | -13
30	CCOC(=O)C1CCN(c2ncnc3c(C)csc23)CC1
    3 | 9 | 2 | -58 | 3 | -1 | -8
31	CC(C)[C@H](NC(=O)C1CC1)C(=O)N1CCC[C@H]1C(=O)NCc1ccccc1
    -3 | 4 | -2 | 6 | -2 | . | -10
32	COC(=O)c1cccc(Oc2cccc(Cl)n2)c1
    1 | 5 | 0 | 19 | 18 | . | -2
33	CC(=O)N1CC[C@@H]2[C@@H](CO)Nc3ccc(-c4ccccc4)cc3[C@@H]21
    -3 | -5 | -6 | -7 | -4 | -1 | 1
34	COc1ccc(-n2c(Cc3cccn3C)nnc2SCC(=O)Nc2cccc(C)c2C)cc1
    -1 | 8 | -3 | 1 | -2 | . | 6
35	N/C(Cc1ccc([N+](=O)[O-])cc1)=N\OC(=O)COc1ccccc1Cl
    2 | 5 | 2 | . | 4 | -2 | -8
36	O=C(COc1ccc2ccccc2c1)N1CCNCC1
    3 | -15 | -1 | -1 | ? | 19 | -11
37	C[C@@H]1CN([C@@H](C)CO)C(=O)c2c(c3ccccc3n2C)-c2ccccc2CO[C@@H]1CN(C)C(=O)[C@H](Cc1ccccc1)N(C)C
    1 | 14 | 3 | -17 | -2 | 9 | 12
38	Cn1cccc1C(=O)NNC(=O)c1ccccc1Br
    24 | -45 | -5 | 1 | 9 | -9 | -79
39	NCCCCCNC(=O)[C@@H]1C[C@@H]2C(=O)N[C@@H](Cc3ccccc3)C(=O)N2[C@@H]1c1cccc(OCCO)c1
    -14 | -9 | 10 | . | 1 | . | 6
40	O=C(O)CCn1cc(/C=C2\SC(=S)NC2=O)c(-c2ccccc2)n1
    -4 | 3 | 0 | 17 | 3 | 0 | -21
41	N#Cc1c(NC(=O)CCCC(=O)O)sc2c1CCCCC2
    . | . | . | 9 | . | 3 | 5
42	Cc1ccc(CNc2ncnc3ccc(-c4ccoc4C)cc23)o1
    3 | -10 | -9 | 8 | -1 | . | -7
43	COc1ccccc1NC(=O)Nc1nc(CC(=O)Nc2ccc(F)c(F)c2)cs1
    2 | -13 | -6 | 8 | 11 | 5 | 0
44	COc1ccc(C(=O)NC2CC2)cc1OC1CCN(Cc2cc(C)cc(C)c2)CC1
    0 | 9 | -5 | 2 | -1 | -3 | 9
45	O=C(/C=C/c1ccc([N+](=O)[O-])cc1)NCc1ccco1
    4 | -6 | -1 | -12 | -2 | 2 | -31
46	O=C(Nc1cccc(NC(=O)c2cccs2)c1)c1cccnc1
    2 | 7 | -4 | 11 | -6 | 26 | 29
47	CCNC(=O)Nc1ccc2c(c1)C(=O)N(C)[C@H]1CC[C@H](CC(=O)NCc3ccccc3F)O[C@H]1CO2
    0 | -3 | 0 | 19 | 4 | -13 | -13
48	COC(=O)c1cccc2c(C(=O)O)cc(-c3ccccc3)nc12
    2 | -2 | . | 7 | 17 | -1 | 10
49	CCOC(=O)C1CCCN(C(=O)c2ccc(OC)cc2)CC1 (configuration not stated)
    1 | -12 | -4 | 11 | 9 | . | -9
50	CCN(CC)C(=O)COc1ccc2c(c1)C(=O)CC(C)(C)O2
    2 | -7 | 2 | -2 | -3 | -6 | -45

(listing goes on)
Order of values – CASP6 VEID inh | EWS-Fli inh | SIRT5 block | LGR2 inh | DENV2 CPE | ARNT TACC3 PPI | PAX8 reporter
51	COc1cc(C(=O)Nc2ccc3c(c2)Cc2ccccc2-3)cc(OC)c1OC
    -2 | 17 | 0 | . | 3 | -5 | 13
52	COc1cccc(-c2cnc3c(c2)C(=O)N([C@H](C)CO)C[C@@H](C)[C@H](CN(C)C(=O)Nc2ccccc2F)O3)c1
    0&-4&0 | -7&3&3 | -10&0&1 | -9&3 | -6&-5&2 | 22&2 | 9
53	O=C(O)COCC(=O)Nc1ccc(-n2cnnn2)cc1
    -1 | 5 | -3 | 19 | -8 | -6 | 0
54	CC(C)C#Cc1ccc2c(c1)O[C@H](CN(C)C(=O)c1cnccn1)[C@H](C)CN([C@@H](C)CO)S2(=O)=O
    -1 | 0 | -3 | 4 | -7 | -2 | .
55	Cc1c(N(C)C)c(=O)n(-c2ccccc2)n1C
    0 | 0 | . | 4 | 51* | . | .
56	O=C(NNc1ccc(-c2csnn2)cc1)c1cc(Cl)cc(Cl)c1
    -3 | 27 | 0 | 5 | 7 | . | 7
57	O=C(NN1C(=O)/C(=C/c2cccs2)SC1=S)c1ccncc1
    13 | 4 | 4 | . | -2 | 25 | 3
58	COc1ccc(NC(=O)CN(C)C(=O)C23CC4CC(CC(C4)C2)C3)cc1
    -3 | 1 | -2 | -3 | -6 | -8 | .
59	O=C(COC(=O)c1ccc(F)cc1Cl)NC1CCCCCCC1
    -1 | 6 | . | -27 | 7 | -31 | 11
60	COc1cccc(NC(=O)Nc2ccc3c(c2)C(=O)N(C)C[C@@H](OC)[C@@H](C)CN(CC2CC2)[C@@H](C)CO3)c1
    -2 | -5 | 6 | 4 | 6 | 3 | -15
61	Cc1ccc(C(=O)N2CCN(S(=O)(=O)c3ccccc3)CC2)cc1
    . | 15 | 9 | -11 | 3 | 38 | 4
62	CCn1nc(C)c(NC(=O)c2cnn3c(C(F)F)cc(-c4ccccc4)nc23)c1C
    2 | 6 | -4 | 0 | 4 | -5 | 2
63	Cc1cc(NC(=O)COC(=O)C2CC2)ccc1Br
    1 | -11 | -1 | -18 | 1 | 0 | -14
64	O=C(O)CSc1nc(-c2ccccc2)c(-c2ccccc2)[nH]1
    -1 | 1 | -1 | 1 | 2 | 0 | 0
65	CCOC(=O)c1c(-c2ccccc2)csc1NC(=O)c1cc(S(=O)(=O)N2CCOCC2)ccc1C
    . | . | . | 14 | . | 16 | 28
66	Cc1noc(C)c1NC(=O)Nc1ccc2c(c1)C(=O)N([C@H](C)CO)C[C@H](C)[C@H](CN(C)Cc1ccc3c(c1)OCO3)OCCCC[C@@H](C)O2
    . | -8 | . | -16 | 4 | 10 | -21
67	CC1(c2ccc3c(c2)OCO3)NC(=O)N(CC(=O)Nc2ccccc2)C1=O (configuration not stated)
    1 | 6 | -3 | -27 | -3 | -1 | .
68	COc1nsnc1NS(=O)(=O)c1ccc(NC(=S)NC(=O)c2ccncc2)cc1
    -5 | 4 | 3 | -2 | -6 | 2 | -3
69	COc1ccc(S(=O)(=O)N(C)C[C@H]2Oc3ccc(NC(=O)CCN4CCOCC4)cc3C(=O)N([C@@H](C)CO)C[C@H]2C)cc1
    -1 | -4 | 5 | -9 | 8 | . | -2
70	CCN(CC)S(=O)(=O)c1ccc(C)c(C(=O)Oc2cccc(-c3cnc4ccccc4n3)c2)c1
    -1 | -7 | -1 | -20 | -6 | . | -29
71	CNC(=O)c1ccccc1NC(=O)C1CC(=O)N(c2ccc(OC)cc2)C1 (configuration not stated)
    -1 | -4 | -2 | -39 | ? | 9 | 17
72	CCOc1ccc(-c2nc(CN3CCCCC3CCn3cccn3)c(C)o2)cc1 (configuration not stated)
    -3 | -9 | -4 | -14 | -7 | -14 | -19
73	CC(c1ccon1)N(C)C(=O)c1ccc2nc(Cc3cccc(Cl)c3)oc2c1 (configuration not stated)
    1 | . | -3 | -8 | 7 | . | -1
74	COc1ccc(NC(=O)Nc2ccc3c(c2)[C@@H]2C[C@H](CC(=O)NCc4ccccc4F)O[C@@H](CO)[C@@H]2O3)cc1
    3 | 0 | -3 | 2 | -2 | -9 | -12

High-throughput results as filed in PubChem BioAssay.
